# Bioassay records: PubChem, National Center for Advancing Translational Sciences (NCATS)
# Pin1 inhibitor = inhibitors of human Pin1 | Potency, µM (titrated, usually from 115 µM), inactives show at the highest dose activity, negative = inhibition, hits mostly inhibitors | Q13526 | Pin1 FP peptide displacement, HiFluor488, 10 min | 390,000 tested, 0.009% active | AID 504891; active = well fitted inhibition curve with a large enough effect in the polarisation, with a control signal flat, not every such curve was filed as active; inconclusive = small, poorly fitted or top-dose-only effect, or effect the other way, or a change in a side signal; inactive = no such curve, though single readings can be large or run the other way; the % refers to the polarisation; note: potency is the fitted concentration of half-maximal effect; % is set by controls: 0 for no effect and ±100 for the full control effect
# PI4K2A inh = blocks human PI4K2A kinase activity; purified PI4K2A, ADP-Glo luminescence, 1 h; hits give low values; activity change, negative = inhibition, % at 76.9 µM; 420,000 tested, 0.13% active; AID 1346378; in the data active = activity change below about -50%; inconclusive = mostly about -30% to -49%;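 note: -100% = wells without enzyme as full effect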
#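 In this quantitative HTS, ADP production by PI4K2A was quantified luminescently after 1 h at ambient temperature; 100 microM adenosine served as plate-quality control.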
# BAZ2B block = inhibitors of human BAZ2B bromodomain; Q9UIF8; AlphaScreen BAZ2B-H3K14Ac peptide displacement; Potency, µM (doses to about 114 µM), inactives show top-dose activity change, negative = inhibition, usual class: inhibitors; 360,000 tested, 4.4% active; note: potency is the fitted concentration of half-maximal effect; % is set by controls: 0 for no effect and ±100 for the full control effect; nearly all actives have a fitted effect of over 60% in size
#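 AlphaScreen displacement: compounds (up to 110uM) incubated 30 min at room temperature with a preformed 50 nM BAZ2B/50 nM biotinylated H3K14Ac peptide complex in PBS pH 7.4 with Tween-20. Donor and acceptor beads at 10 ug/mL final added, 20 min light-protected before reading.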
# G9a inh = inhibitors of human histone lysine methyltransferase G9a; AID 504332; Potency, µM (series often up to 102 µM), for the others: at the highest dose activity, negative = inhibition, actives largely listed as inhibitors; Q96KQ7; G9a H3K9 monomethylation, AlphaScreen, 2 h; 350,000 tested, 8.8% active; note: potency is the fitted concentration of half-maximal effect; % is set by controls: 0 for no effect and ±100 for the full control effect; nearly all actives have a fitted effect of over 75% in size
#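 AlphaScreen read-out: biotin-H3K9 peptide (500 nM) methylation by 20 nM enzyme with 20 uM SAM, 2 h at room temperature after 15 min compound preincubation; anti-monomethyl H3K9 antibody plus donor/acceptor beads, 10 min dark.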
# GLS inhibitor = inhibitors of human glutaminase (GLS); AID 624170; 410,000 tested, 0.21% active; Potency, µM (highest dose often 45.5 µM), for inactives: at the top dose activity change, negative = inhibition, most hits filed as inhibitors; GLS enzymatic activity, qHTS titration; O94925; note: potency is the fitted concentration of half-maximal effect; % is set by controls: 0 for no effect and ±100 for the full control effect
#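 Two-point fluorescence kinetic (t0, 30 min RT) for hKGA; glutamate detected via glutamate oxidase–HRP–Amplex Red. Substrate: 1 mM L-glutamine solution; buffer 45 mM KH2PO4, pH 8.2.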
# ERG Ets-DNA blk = ERG Ets/DNA interaction inhibition | AID 624246 | 370,000 tested, 0.028% active | P11308 | fluorescence polarization, His-ERG Ets domain / labelled DNA | Potency, µM (series often up to 76.9 µM), for inactives: at the highest dose FP activity, negative = inhibition, actives largely listed as inhibitors; active = well fitted inhibition curve with a large enough effect in the polarisation, with a control signal flat; inconclusive = small, poorly fitted or top-dose-only effect, or effect the other way, or a change in a side signal; inactive = no such curve, though single readings can be large or run the other way; the % refers to the polarisation;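 note: polarization taken with two DNA probes labelled with fluorescein and Texas red; potency is the fitted concentration of half-maximal effect; % of control where 0% means no effect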
#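 His-tagged ERG Ets domain (1 uM in the protein solution; 300mM KCl, 50mM Tris-HCl, 1mM EDTA, 1mM DTT, pH 7.5) received compound, then a probe mix of 5 nM fluorescein-DNA and 100nM Texas-615-DNA. Fluorescence polarization was read for both dyes.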
# JMJD2A Tudor = inhibitors of human JMJD2A Tudor domain; Potency, µM (titrated, usually from 114 µM), for the others: at the top dose activity change, negative = inhibition, hits mostly inhibitors; AID 504339; O75164; AlphaScreen JMJD2A-Tudor / H3K4me3 peptide binding; 390,000 tested, 4.4% active; note: potency is the fitted concentration of half-maximal effect; % is set by controls: 0 for no effect and ±100 for the full control effect; nearly all actives have a fitted effect of over 50% in size
# HP1b chromo inh = HP1-beta chromodomain-methylated histone interaction inhibition; AlphaScreen HP1-beta / biotin-H3K9me3 peptide binding; Potency, µM (titrated, usually from 114 µM), for inactives: top-dose activity change, negative = inhibition, actives largely listed as inhibitors; 390,000 tested, 0.56% active; note: potency is the fitted concentration of half-maximal effect; nearly all actives have a fitted effect of over 70% in size; inactives centre near 23
#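 HP1-beta protein (50 nM final) preincubated 30 min at room temperature with biotinylated H3(1-18)K9me3 peptide (50 nM) in PBS pH 7.4, 0.01% Tween-20, then compound added for 30 min. AlphaScreen streptavidin donor/nickel chelate acceptor beads (10 ug/mL final), 30 min dark, luminescence read.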
# Tb PGK inh = inhibitors of T. brucei phosphoglycerate kinase; P07378; PGK/GAPDH coupled, Kinase-Glo luminescence, 60 min; Potency, µM (highest dose often 57.5 µM), inactives show top-dose activity change, negative = inhibition, hits mostly inhibitors; 380,000 tested, 0.043% active; AID 602233; note: potency is the fitted concentration of half-maximal effect; % is set by controls: 0 for no effect and ±100 for the full control effect; nearly all actives have a fitted effect of over 60% in size
#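 Luminescent ATP detection (Kinase-Glo Plus) follows a 60-minute room-temperature incubation, with wells lacking PGK as controls. Buffer: 100 mM TEA (pH 7.6), 5 mM MgCl2, 0.01% Tween-20. Coupling enzyme GAPDH (100 nM final) supplies unstable 1,3-BPG in-well.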
# Numbers without * were called inactive; i = inactive; ? = inconclusive; nt = no result given; & = joins results of further samples; [ ] = remark or other dose. Unless noted, calls come from the whole dose curve; as a rule, active = well fitted curve in the direction sought with a large enough effect; inconclusive = small, poorly fitted or top-dose-only effect, or another doubt; inactive = no such curve, though single readings can be large; an effect the other way counts as inactive or inconclusive.
SMILES,Pin1 inhibitor,PI4K2A inh,BAZ2B block,G9a inh,GLS inhibitor,ERG Ets-DNA blk,JMJD2A Tudor,HP1b chromo inh,Tb PGK inh
CCOC(=O)N1CCN(C(=O)C(=O)NN)CC1,-11%,0,-12%,4%,-14%,-5%,-14%,15%,1%
O=C(Cc1ccccc1)Nc1ncnc2c1C(c1ccccc1)c1c(ccc3ccccc13)O2 (stereo unspecified),31%[activator],10,nt,nt,-12%,nt,-14%&-9%,42%[activator],-6%
CCC(=O)Nc1nnc(S(=O)(=O)N(CC)c2cc(C)cc(C)c2)s1,11%,5,11%,10%,-16%,15%,-4%,36%,i
CCC(=O)N1CCc2cc(S(=O)(=O)NCCC(=O)Nc3ccccc3C)ccc21,2%,0,1%,0%,2%,-1%,-18%,21%,-7%
O=C(NCC(=O)N1CCN(c2ncccn2)CC1)c1ccccc1OC(F)F,-1%,10,nt,nt,2%,11%,2%,27%,-5%
CCCCc1ccc(NC(=S)N2CCN(c3ncccn3)CC2)cc1,-3%,1,-15%,5%,0%,-6%,7%,39%[activator],-7%
CCOC(=O)c1[nH]cnc1C(=O)Nc1ccc([N+](=O)[O-])cc1,-1%,-1,?,79µM*,3%,3%,?,14%,-3%
Cc1noc(-c2ccc(C(F)(F)F)cc2)c1NC(=O)Nc1ccc(Cl)cc1,5%,0,-5%,nt,-3%,-3%,-17%,26%,-6%
CC1CN(c2c3c(nc4ncnn24)CCCC3)CC(C)O1 (stereo unspecified),-4%,3,2%,3.2µM*,-3%,8%,-10%,37%,-5%
CN(C)c1nc(N)c([N+](=O)[O-])c(NCCO)n1,-12%,15,0%,-7%,6%,-6%,-14%,6%,-5%
COc1ccccc1NC(=O)Cn1c(=O)n(Cc2nc(-c3ccccc3)no2)c(=O)c2ccccc21,-3%,2,-11%,-16%[59 µM],-5%,7%,12%,29%,-6%
CN(C)N=Nc1nc2c(c(=O)n(C)c(=O)n2C)n1CC1CO1 (stereo unspecified),-1%,-5,-10%,3%,2%,1%,-14%,33%[activator],i
COc1ccc(OC)c(Nc2cc3ccccc3c(=O)[nH]2)c1,-1%,?,nt,nt,20%,15%,?,-11%,i
Cc1cc2occ(CC(=O)NC3(C)CCS(=O)(=O)C3)c2cc1C (stereo unspecified),-4%,1,-4%,53%[activator],-1%,22%,-20%,5%,i
O=C(N/N=C/c1ccc2c(c1)OCO2)c1cc(-c2ccc(F)cc2)nc2ccccc12,64%[activator],-7,0%,3%,1%,-1%,-11%,28%,1%
NC(=O)NC(CC(=O)NCCc1ccc(S(N)(=O)=O)cc1)c1ccccc1Cl (stereo unspecified),0%,-2,0%,-9%,-3%,7%,5%,27%,-10%
CC(=O)c1ccc(N2C(=O)[C@@H]3[C@H](C2=O)[C@H]2c4ccccc4C=NN2[C@@H]3C(C)=O)cc1,3%,-2,14%,nt,-17%,-4%,-15%,31%,-4%
COCCN(C(=O)CNC(=O)c1cccs1)C(C(=O)NC1CCCCC1)c1ccco1 (stereo unspecified),-3%,5,9%,-2%[59 µM],-1%,4%,-12%,45%[activator],-2%
COc1ccc(C)cc1NC(=O)c1nn(C)cc1Br,?,-1,3%,11%,3%,-1%,-3%,42%[activator],1%
CCOC(=O)CC(NC(=O)Cn1nnc(-c2ccc(C(F)(F)F)cc2)n1)c1ccc(C)cc1 (stereo unspecified),0%,-1,-12%,3%[59 µM],-9%,2%,-20%,16%,2%
CN(C)CCn1c2c(c(SCC(=O)Nc3cccc(C(F)(F)F)c3)nc1=O)CCCC2,-2%,-6,7%,-36%,5%,-2%,-8%,9%,-1%
CC1CCCN(C(=O)COC(=O)c2n[nH]c3ccccc23)C1 (stereo unspecified),-10%,3,nt,18%[59 µM],15%,0%,-4%,18%,8%
COc1ccc(NC(=O)CCN2C(=O)c3ccccc3C2=O)c(OC)c1,1%,26,4%,8%,2%,1%,-17%,5%,-1%
CCN1CCS/C1=C\C=C\C1=[N+](CC)CCS1,66%[activator],-2,-20%,3.2µM*,11%,15%,-11%,45%[activator],i
Cc1ccc(C)c(OCC(=O)N2CCN(C(=O)c3ccco3)CC2)c1,1%,-8,6%,5%[59 µM],4%,15%,-1%,7%,-2%

# One compound at a time, as listed above.
# Listed for Cc1ccc(C)c(OCC(=O)N2CCN(C(=O)c3ccco3)CC2)c1 = Pin1 inhibitor: 1%; PI4K2A inh: -8; BAZ2B block: 6%; G9a inh: 5%[59 µM]; GLS inhibitor: 4%; ERG Ets-DNA blk: 15%; JMJD2A Tudor: -1%; HP1b chromo inh: 7%; Tb PGK inh: -2%
# Listed for COc1ccc(OC)c(Nc2cc3ccccc3c(=O)[nH]2)c1 = Pin1 inhibitor: -1%; PI4K2A inh: ?; BAZ2B block: nt; G9a inh: nt; GLS inhibitor: 20%; ERG Ets-DNA blk: 15%; JMJD2A Tudor: ?; HP1b chromo inh: -11%; Tb PGK inh: i

# Next entries.
SMILES,Pin1 inhibitor,PI4K2A inh,BAZ2B block,G9a inh,GLS inhibitor,ERG Ets-DNA blk,JMJD2A Tudor,HP1b chromo inh,Tb PGK inh
Cc1ccc(NC(=O)CN2C(=O)CSc3ccc(S(=O)(=O)N(C)C)cc32)c(C)c1,3%,-2,-8%,4%[59 µM],5%,-2%,-15%,16%,-7%
O=C(c1ccc(S(=O)(=O)NCc2ccco2)cc1)N1CCCC1,1%,1,-17%,2%,6%,3%,-15%,31%,0%
CCNc1nc(C(=O)O)nc(N2CCOCC2)n1,3%,0,8.9µM*,4µM*,2%,6%,0.79µM*,4%,-5%
CCn1c(SCC(=O)Nc2cccc(NC(C)=O)c2)nc2c([nH]c3ccccc32)c1=O,4%,4,-4%,nt,9%,6%,-17%,28%,4%
COc1cccc(N/C(N)=N/c2nc(C(F)(F)F)cc(=O)[nH]2)c1,17%,-7,5%,3%[59 µM],4%,-1%,-20%,4%,-9%
Fc1ccccc1NC(=S)N1CCN(Cc2ccc3c(c2)OCO3)CC1,-1%,2,-36%,-30%,13%,2%,-17%,3%,-18%
CC(=O)N1CCC(N(CCCOC(C)C)C(=O)Nc2ccc(Cl)cc2)CC1,-2%,1,nt,nt,-2%,-2%,-5%,77%[activator],-4%
Cc1ccc(O)c(NC(=O)c2ccc(Br)c(S(=O)(=O)N3CCCCC3)c2)c1,6%,-2,18µM*,?,20%,2%,?,-5%,-4%
O=C(Nc1nc(-c2ccc(-c3ccccc3)cc2)cs1)c1cnccn1,7%,1,6%,24%[59 µM],4%,-2%,-15%,27%,-9%
CCCCC1(C)Nc2ccccc2-c2nc3ccccc3n21 (stereo unspecified),-8%,1,-4%,nt,-1%,-3%,16%,74%[activator],0%
CC(=O)c1cccc(NC(=O)CN(c2ccccc2)S(C)(=O)=O)c1,1%,3,5%,15%,-3%,4%,-27%,23%,i
CC(C)(C)N1OC2CC1c1nc3ccccc3n1C2 (stereo unspecified),1%,-1,6%,3%[12.7 µM],0%,-5%,-7%,39%,1%
COc1ccc(C2C(C(=O)c3ccc(C)o3)=C(O)C(=O)N2Cc2ccco2)cc1OC (stereo unspecified),-2%,2,?,nt,4%,4%,4%,31%,6%
COc1ccc(-n2nnnc2-c2cccnc2)cc1,-4%,0,2%,-4%[59 µM],1%,9%,-3%,50%[activator],-2%
CCCC(=O)Nc1cc(Cl)ccc1C,4%,1,3%,5%,4%,2%,-14%,16%,3%
Cc1cc(NC(=O)CSc2nc3c(C)cccc3cc2C)no1,-3%,-2,20%,7%,-10%,-5%,-9%,12%,i
CC1CCCC(C)N1C(=O)Cn1c(SCC(=O)NCc2ccc3c(c2)OCO3)nc2ccccc21 (stereo unspecified),?,-11,-22%,-28%,-2%,-21%,12%,3%,-5%
O=C(Nc1ccc2c(c1)OCCO2)c1cccnc1Oc1ccc(Cl)cc1,-9%,1,-13%,4%,2%,2%,-15%,13%,-7%
Nc1nnnn1/N=C/c1ccccc1C(F)(F)F,2%,-5,4%,14%[2.33 µM],?,-1%,-26%[11.4 µM],-7%,i
Cc1ccc(C(=O)NC(=S)Nc2ccc(NC(=O)c3cccs3)cc2)cc1[N+](=O)[O-],1%,-2,5%,-11%[59 µM],8%,-2%,?,0%,-4%
OCCC1CN(Cc2cccc3c2OCO3)CCN1Cc1ccccc1 (stereo unspecified),-2%,0,-2%,nt,1%,7%,-14%,29%,-3%
COc1ccc(Cl)cc1NC(=O)CCCNC(=O)c1ccc(Cl)cc1,-11%,1,4%,-42%[2.33 µM],-2%,-14%,5%,25%,1%
COc1ccccc1N1CCN(C(=O)C2CCCN(S(=O)(=O)c3ccc(C)cc3)C2)CC1 (stereo unspecified),3%,3,-4%,-16%[12.7 µM],3%,-10%,-27%,3%,-8%
CC(=O)N(/N=C/c1ccc(C)cc1)c1nc(CCl)cs1,2%,-9,4%,18µM*,-7%,7%,-6%,22%,-7%
CC(C)CN1C(=O)/C(=C/c2cccs2)NC1=S,-3%,4,-37%,?,1%,-2%,-31%,11%,1%
CCn1cc(C(=O)N2CCN(c3cc(Cl)ccc3C)CC2)c2cc(OC)c(OC)cc2c1=O,-9%,3,-24%,-5%[59 µM],-5%,4%,-18%,35%,i
CCOC(=O)C1=C(CN2CCN(C(=O)c3ccco3)CC2)NC(=O)NC1c1ccc(Cl)cc1 (stereo unspecified),0%,1,-19%,-36%,-8%,-5%,-14%,34%,-6%
